# CHRM1 agonist – human M1 muscarinic receptor agonism; CHO-K1 hM1, Fluo-8 calcium fluorescence, agonist mode; 0% DMSO, 100% acetylcholine EC100; activation, % at 3 µM; actives 0.33% (n = 360,000); P11229; AID 588814;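 active = activation above the run's mean compound activation plus 3 SD, cut at about 16% in these data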;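 note: peak over basal fluorescence ratio within a 140 s kinetic read after compound addition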
# CHRM1 PAM – human CHRM1 positive allosteric modulation; P11229; actives 0.088% (n = 360,000); CHO-K1 hM1, Fluo-8 calcium fluorescence, ACh EC20; 0% = ACh EC20, 100% = maximal ACh; activation, % at 3 µM; in the data active = activation above about 19%, passing the limit was not always enough
# M1 ag parental – M1 agonist counterscreen hit in parental CHO-K1 cells; activation, % at 3 µM; actives 0.48% (n = 360,000); Fluo-8 calcium fluorescence; scaled to maximal ATP response, vehicle zero; in the data active = activation above about 15%;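 note: untransfected CHO-K1 host cells lacking M1 receptor as counterscreen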
# CHO parental Ca – counter-screen: ATP calcium response change in parental CHO cells; parental CHO-K1, ATP-induced calcium, Fluo-8 fluorescence; inhibition, % at 5.6 µM; actives 0.63% (n = 330,000); AID 463079;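 active = inhibition above that plate's mean sample inhibition plus 3 SD, cut at about 26% in these data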;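 note: 0% = ATP-challenged DMSO wells and 100% = DMSO wells without ATP; some compounds past the cut are filed as inactive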
#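 Material: parental CHO cells / Compound: single nominal dose of 5.6 µM per compound / Signal: Fluo-8 fluorescence / Replicates: singlicate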
# CHRM4 antagonist – blocks acetylcholine activation of human M4 receptor. P08173. CHO-hM4 cells, ACh EC80, Fluo-8 calcium fluorescence. inhibition, % at 3 µM. actives 0.73% (n = 360,000);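 active = inhibition above its plate's cutoff, the mean inhibition of sample wells plus 3 SD, cut at about 27% in these data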;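 note: 0% = acetylcholine EC80 with DMSO and 100% = DMSO without agonist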
# Target sequence (P08173 whole entry, looked up): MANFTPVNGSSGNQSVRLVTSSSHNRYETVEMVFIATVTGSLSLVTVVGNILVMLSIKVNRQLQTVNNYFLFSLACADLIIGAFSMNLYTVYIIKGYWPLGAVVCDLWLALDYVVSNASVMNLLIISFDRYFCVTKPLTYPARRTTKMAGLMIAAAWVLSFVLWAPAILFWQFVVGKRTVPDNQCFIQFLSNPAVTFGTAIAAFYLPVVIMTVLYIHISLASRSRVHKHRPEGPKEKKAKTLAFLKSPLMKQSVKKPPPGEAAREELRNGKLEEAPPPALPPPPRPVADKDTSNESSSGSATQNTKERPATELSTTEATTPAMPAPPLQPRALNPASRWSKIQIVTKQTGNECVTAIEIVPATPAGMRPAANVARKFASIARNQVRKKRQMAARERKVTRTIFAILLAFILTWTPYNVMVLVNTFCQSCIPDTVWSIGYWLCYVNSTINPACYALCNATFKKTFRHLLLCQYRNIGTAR
# CHRM4 agonist – CHRM4 agonism in calcium assay; CHO-K1 hM4/Gqi5, Fluo-8 calcium fluorescence; vehicle 0%, full acetylcholine response 100%; activation, % at 3 µM; actives 0.14% (n = 360,000); AID 624127;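 active = activation above the run mean over all test wells plus 3 SD, cut at about 32% in these data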;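 note: peak over basal fluorescence ratio per well then scaled between controls; 0% = DMSO wells and 100% = acetylcholine at EC100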
# CHO-K1 Ca antag – nonselective inhibitor or artifact in parental CHO-K1 cells. actives 0.6% (n = 360,000). ATP-induced calcium, Fluo-8 fluorescence. AID 602250. inhibition, % at 3 µM;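 active = inhibition above a per-plate cutoff, the plate's mean sample inhibition plus 3 SD, cut at about 24% in these data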;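 note: 0% = DMSO plus EC80 ATP and 100% = DMSO alone without ATP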
# OXTR potentiator – potentiates the human oxytocin receptor response; activation, % at 3 µM; CHO-OTR cells, Fluo-8 calcium fluorescence, potentiator mode; 0% = oxytocin EC15, 100% = EC100; P30559; actives 0.061% (n = 320,000); AID 2445;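 active = activation above that plate's cutoff, the mean activation of tested compounds plus 3 SD, cut at about 6.6% in these data, passing the limit was not always enough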;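 note: 100% uses oxytocin at 75 nM as the full agonist control; some results filed as inactive read as strong as hits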
# Target sequence (P30559 whole entry, looked up): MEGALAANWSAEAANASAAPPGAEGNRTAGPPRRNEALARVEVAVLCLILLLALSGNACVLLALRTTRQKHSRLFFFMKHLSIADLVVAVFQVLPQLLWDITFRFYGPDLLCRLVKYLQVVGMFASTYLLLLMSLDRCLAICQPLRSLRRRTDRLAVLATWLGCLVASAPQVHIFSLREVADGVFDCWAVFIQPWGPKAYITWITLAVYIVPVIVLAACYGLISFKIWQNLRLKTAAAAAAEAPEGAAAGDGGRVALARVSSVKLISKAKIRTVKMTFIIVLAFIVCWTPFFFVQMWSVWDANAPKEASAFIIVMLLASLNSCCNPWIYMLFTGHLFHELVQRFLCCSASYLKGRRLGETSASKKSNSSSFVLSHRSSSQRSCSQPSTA
#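 Replication – single well per compound, singlicate · Assay system – CHO cell line stably expressing human OTR · Timing – 6 min pre-incubation, 100 s read · Measure – normalized max/min fluorescence ratio, % activation · Doses – 3.0 µM, one dose · Detection – Fluo-8 calcium dye fluorescence · Probe or stimulus – oxytocin near EC15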
# M1 antag – antagonists of human M1 muscarinic receptor | P11229 | CHO-K1 hM1, Fluo-8 calcium fluorescence, ACh EC80 antagonist | inhibition, % at 3 µM | actives 1.3% (n = 360,000) | AID 588852;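 active = percent inhibition above its own plate's cutoff, namely the mean of that plate's compound wells plus 3 SD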;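 note: peak over basal fluorescence ratio during 140 s after agonist addition; 0% = ACh EC80 plus DMSO and 100% = DMSO alone without agonist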
# Numbers without * were called inactive; · = not tested or not shown.
1: Cc1cc(C)c(NC(=O)CCCOC(=O)C2=COCCO2)c(C)c1
2: CS(=O)(=O)N(CC(=O)O)Cc1cccc(CN(CC(=O)O)S(C)(=O)=O)c1
3: COc1ccc(OC)c(NC(=O)Cc2coc3cc(C)cc(C)c23)c1
4: Cc1[nH]c2ccccc2c1C(=O)COC(=O)CCS(=O)(=O)c1ccccc1Cl
5: O=C1CCc2cc(S(=O)(=O)N3CCN(c4cccc(C(F)(F)F)c4)CC3)ccc2N1
6: Brc1ccccc1-c1nnc(COc2ncnc3c2cnn3-c2ccccc2)o1
7: O=C(/C=C/c1ccc2c(c1)OCO2)Nc1cccnc1
8: CN(C)CCNc1ccc2ncn3c4ccc(O)cc4c(=O)c1c23
9: CN(C)c1nc(C=C(C#N)C#N)c(Cl)n1-c1ccc(F)cc1
10: Cc1cccc(Oc2ccccc2NS(=O)(=O)c2ccc(CCC(=O)O)cc2)c1
Compound,1,2,3,4,5,6,7,8,9,10
CHRM1 agonist,-4,-4,-5,-6,-4,-2,-1,-7,-12,6
CHRM1 PAM,6,1,0,-12,2,-3,11,0,8,5
M1 ag parental,0.3,1.0,0.3,3.4,0.8,0.8,0.6,0.6,0.6,3.5
CHO parental Ca,-15,-5,11,-2,-2,-8,-14,·,·,-3
CHRM4 antagonist,-1,-3,6,-6,-2,-4,-5,0,-8,5
CHRM4 agonist,0,2,-2,9,2,3,2,0,0,6
CHO-K1 Ca antag,-14,-11,2,19,-2,21,-13,-11,-14,2
OXTR potentiator,-7,9,-4,-15,-10,-19,-1,·,·,-8
M1 antag,-12,-5,7,19,-3,2,-12,-6,-7,4

11: O=C1CC(N2CCN(c3ccc(Cl)c(Cl)c3)CC2)C(=O)N1 (stereo not given)
12: S=C(NCCCN1CCOCC1)Nc1cccc(-c2nnc3n2CCCCC3)c1
13: ON=Cc1ccnc2ccccc12
14: O=C(O)C(SC(C(=O)O)c1ccccc1)c1ccccc1 (stereo not given)
15: Cc1cccc(-c2nsc(SCC(=O)NCC3CCCO3)n2)c1 (stereo not given)
16: c1ccc(Cn2cc(CSc3ccccc3)nn2)cc1
17: CC(=O)Nc1ccc(NS(=O)(=O)c2ccc(-c3csc(C)n3)s2)cc1
18: CC(C)[C@@H](C(=O)N[C@@H](CCc1ccc(O)cc1)C(=O)O)N(C)C(=O)[C@H](CO)NC(=O)[C@@H](O)[C@H](N)CCCCCCCCl
19: O=C(CN1C(=O)/C(=C/c2ccccc2)Sc2ccccc21)NCCCN1CCOCC1
20: COc1cc(CN2CC(=O)N(c3cc(Cl)ccc3C)C2=S)cc(OC)c1OC
Compound,11,12,13,14,15,16,17,18,19,20
CHRM1 agonist,-2,-12,-1,0,-5,-14,1,-2,-3,2
CHRM1 PAM,-6,11,3,5,1,-4,14,6,4,0
M1 ag parental,0.5,-0.7,0.3,0.8,3.0,-0.7,2.7,0.0,0.9,6.4
CHO parental Ca,15,-4,·,·,-16,-8,-6,·,-18,-12
CHRM4 antagonist,10,-1,-7,-17,-1,4,0,-12,-3,3
CHRM4 agonist,5,0,2,0,5,0,1,1,5,10
CHO-K1 Ca antag,20,3,-11,-12,-4,-6,-4,4,-11,-7
OXTR potentiator,-5,-3,·,·,-3,-10,4,·,-2,-7
M1 antag,9,0,-6,-14,1,2,-9,-12,-4,2

# Single records (already shown).
# S=C(NCCCN1CCOCC1)Nc1cccc(-c2nnc3n2CCCCC3)c1 as listed: CHRM1 agonist = -12; CHRM1 PAM = 11; M1 ag parental = -0.7; CHO parental Ca = -4; CHRM4 antagonist = -1; CHRM4 agonist = 0; CHO-K1 Ca antag = 3; OXTR potentiator = -3; M1 antag = 0
# ON=Cc1ccnc2ccccc12 as listed: CHRM1 agonist = -1; CHRM1 PAM = 3; M1 ag parental = 0.3; CHO parental Ca = ·; CHRM4 antagonist = -7; CHRM4 agonist = 2; CHO-K1 Ca antag = -11; OXTR potentiator = ·; M1 antag = -6
# CC(C)[C@@H](C(=O)N[C@@H](CCc1ccc(O)cc1)C(=O)O)N(C)C(=O)[C@H](CO)NC(=O)[C@@H](O)[C@H](N)CCCCCCCCl as listed: CHRM1 agonist = -2; CHRM1 PAM = 6; M1 ag parental = 0.0; CHO parental Ca = ·; CHRM4 antagonist = -12; CHRM4 agonist = 1; CHO-K1 Ca antag = 4; OXTR potentiator = ·; M1 antag = -12

# The list continues:
21: Cc1sc2ncnc(N3CCC(C(=O)Nc4ccc(Cl)c(Cl)c4)CC3)c2c1C
22: COc1cccc2c1OC[C@@H](CO)[C@H]2N(C)C(=O)Nc1ccc(Cl)cc1
23: Cc1nonc1CN(C)C(=O)c1ccc(OC2CCN(C(=O)c3cccnc3)CC2)cc1
24: Cc1ccc(NS(=O)(=O)c2ccc(CCC(=O)NC3CC3)cc2)cc1
25: CCOCCOC(=O)c1[nH]c2c(c1C)C(=O)CC(c1cc(OC)c(OC)c(OC)c1)C2 (stereo not given)
26: COc1ccccc1NC(CC(=O)c1ccccc1)C(=O)OCC(=O)c1ccc(F)cc1 (stereo not given)
27: CC(=O)NC1=NN(C(C)=O)C(C)(c2cccnc2)S1 (stereo not given)
28: CCC(=O)Nc1cc(C(=O)OCC(=O)c2ccc(Cl)cc2Cl)ccc1C
29: CC(C)CC(NC(=O)C1CCC(C)CC1)C(=O)Nc1ccccn1 (stereo not given)
30: COc1ccc(C(=O)COC(=O)c2ccc(NC(C)=O)cc2)cc1[N+](=O)[O-]
Compound,21,22,23,24,25,26,27,28,29,30
CHRM1 agonist,-4,-2,-3,1,5,-7,-3,-5,-2,-2
CHRM1 PAM,-5,4,7,1,6,-2,0,12,1,-3
M1 ag parental,0.4,2.7,1.3,2.3,6.6,1.1,0.1,0.6,0.2,1.8
CHO parental Ca,-25,-20,-9,-2,0,-20,2,-7,-20,-14
CHRM4 antagonist,0,-13,-4,4,4,-1,7,-1,-4,-2
CHRM4 agonist,3,4,3,4,19,4,-2,2,1,3
CHO-K1 Ca antag,-8,-4,-6,-13,16,4,1,-6,1,-8
OXTR potentiator,-8,-8,3,-4,-12,-6,3,-13,-11,-15
M1 antag,5,-3,-12,1,5,9,3,-12,-3,-8

31: COc1ccc(CCN(C)Cc2nc(-c3cnccn3)no2)cc1OC
32: COc1cc(/C=C2\N=C(c3ccccc3)OC2=O)ccc1OCc1c(C)no[n+]1[O-]
33: CC(C)Cn1c(CN(Cc2ccccc2)Cc2ccccc2)nc2c1c(=O)n(C)c(=O)n2C
34: O=C(Nc1nnc(SCC(=O)N2CCCc3ccccc32)s1)c1ccccc1
35: O=C(NC1C2CC3CC(C2)CC1C3)c1ccc(N2CCNCC2)c([N+](=O)[O-])c1 (stereo not given)
36: COc1ccc(S(=O)(=O)N2CCN(C(=O)C3CC3)CC2)cc1
37: O=C(CCCn1c(=O)[nH]c2cc(Cl)ccc2c1=O)NC1CCCCCC1
38: O=C(c1cc(COc2ccc(F)cc2F)on1)N1CCN(C(=O)c2ccco2)CC1
39: O=C(Nc1nnc(-c2cccs2)o1)c1cc(-c2ccccc2)nc2ccccc12
40: Cc1cc(C)c(OCC(=O)N(Cc2ccc(N(C)C)cc2)C2CCS(=O)(=O)C2)c(C)c1 (stereo not given)
Compound,31,32,33,34,35,36,37,38,39,40
CHRM1 agonist,-3,-2,-6,-1,-5,-5,-2,3,8,0
CHRM1 PAM,4,8,-12,-5,1,-5,3,5,8,9
M1 ag parental,0.0,0.0,-0.3,4.4,0.3,0.9,0.3,5.5,5.0,0.3
CHO parental Ca,-6,-3,-41,-15,2,-2,-2,-7,-5,-40
CHRM4 antagonist,-1,-12,-8,-3,3,-23,6,0,-8,-15
CHRM4 agonist,0,1,-1,5,4,1,0,6,7,-1
CHO-K1 Ca antag,4,0,13,-16,9,-13,-11,-7,6,-4
OXTR potentiator,-3,-12,-4,-4,-2,-9,-5,-8,-4,-4
M1 antag,-24,-3,18,0,-3,11,-2,-6,-16,-12

# A few values from above:
# Value for CC(C)Cn1c(CN(Cc2ccccc2)Cc2ccccc2)nc2c1c(=O)n(C)c(=O)n2C under CHO-K1 Ca antag: 13
# Value for Cc1nonc1CN(C)C(=O)c1ccc(OC2CCN(C(=O)c3cccnc3)CC2)cc1 under CHRM1 agonist: -3

# Going on with the list:
41: CC1Cc2nc(SCC(=O)N3CCc4ccccc43)n(C)c(=O)c2S1 (stereo not given)
42: O=C(CSc1nc(C2CCCCC2)nc2ccccc12)NCc1ccc2c(c1)OCO2
43: CCc1cccc2c(SCC(=O)NCC3CCCO3)nc(-c3ccc(F)cc3)nc12 (stereo not given)
44: CC(=O)c1cc(C#N)c(SCc2ccccn2)nc1C
45: CCCC(=O)NC(Nc1c(C)n(C)n(-c2ccccc2)c1=O)C(Cl)(Cl)Cl (stereo not given)
46: CC(C(=O)O/N=C(\N)c1ccccn1)c1ccc([N+](=O)[O-])cc1 (stereo not given)
47: COc1ccc(NC(=O)Nc2ccc3c(c2)C(=O)N([C@@H](C)CO)C[C@@H](C)[C@@H](CN(C)S(=O)(=O)c2cccs2)O3)cc1
48: O=C(Cc1ccc(F)cc1)Oc1ccc(C(=S)N2CCCC2)cc1
49: O=C(Nc1cnc2ccccc2c1)c1cccnc1
50: C=CCn1c(SCC(=O)NC(=O)NC)nnc1C1CCCCC1
Compound,41,42,43,44,45,46,47,48,49,50
CHRM1 agonist,-2,-6,-4,0,-5,-2,-6,-6,1,-4
CHRM1 PAM,-7,1,-1,8,6,0,-4,4,7,-8
M1 ag parental,3.0,-0.2,0.5,0.1,-0.1,1.1,0.1,1.4,0.1,0.7
CHO parental Ca,-30,-7,-1,-22,-6,-19,-9,-3,-1,-18
CHRM4 antagonist,0,-3,3,3,6,2,10,2,-8,4
CHRM4 agonist,0,0,0,0,0,1,1,1,0,2
CHO-K1 Ca antag,-8,-2,-4,8,2,-6,-14,1,5,-6
OXTR potentiator,-8,4,-3,2,-3,-3,13,1,-7,-10
M1 antag,9,-4,-7,-7,-2,5,3,-1,-12,10

51: Cc1nc2cc(C)c(C)cc2o1
52: COc1ccc(-n2c(C)n[nH]c2=O)cc1OC
53: COc1ccc(CC(=O)Nc2nc(-c3ccc(OC)c(OC)c3)cs2)cc1OC
54: CN(CCc1ccccn1)C(=S)Nc1ccc(Cl)cc1Cl
55: Nc1nnnn1NCc1cccc(OCc2ccccc2)c1
56: O=C(O)c1cc(S(=O)(=O)N(Cc2ccccc2)c2cccc(C(F)(F)F)c2)ccc1Cl
57: COc1ccc(C(CCNC(C)c2ccccc2)C(C)C)cc1 (stereo not given)
Compound,51,52,53,54,55,56,57
CHRM1 agonist,0,-4,16*,-3,3,-8,-5
CHRM1 PAM,8,5,6,7,0,11,-6
M1 ag parental,1.8,0.7,14,2.3,2.7,2.8,2.5
CHO parental Ca,·,-1,-4,-32,-4,-4,-13
CHRM4 antagonist,-7,6,-14,-6,-6,-2,19
CHRM4 agonist,0,1,25,6,5,0,27
CHO-K1 Ca antag,-10,-9,0,-21,6,-5,5
OXTR potentiator,·,-12,-12,-6,-17,-4,-13
M1 antag,-9,-6,-5,-10,-13,-10,6
